# A549 viability: A549 cytotoxicity, counter-screen for Nrf2 inhibitors. A549 ARE-Fluc cells, CellTiter-Fluor viability, 18-24 h. hit rate 0.16% among 390,000. AID 504648. Potency, µM (series often up to 46 µM), without a hit: at the highest dose activity change, negative = cytotoxicity, actives largely listed as inhibitors; note: % is set by controls: 0 for no effect and ±100 for the full control effect
#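 Cytotoxicity counterscreen: CellTiter-Fluor fluorescence was measured in A549 ARE_Fluc cells after 18-24 h of compound exposure in a concentration series. The subsequent BugLite luminescent read reports ARE-luciferase activity.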
# Nrf2 inh: inhibitors of Nrf2 signaling. A549 ARE-Fluc reporter, luciferase luminescence, 18-24 h. Potency, µM (titrated, usually from 46 µM), for inactives: at the top dose activity change, negative = inhibition, usual class: inhibitors. hit rate 2.1% among 360,000. AID 504444; note: % is set by controls: 0 for no effect and ±100 for the full control effect; nearly all actives have a fitted effect of over 60% in size
#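 Nrf2 activity is the BugLite luminescence, read 15 min after reagent at room temperature, following CellTiter-Fluor cytotoxicity readout (30 min, 37C). Compound titrations were applied for 18-24 h to 5000 A549 ARE_Fluc cells/well in 5% FBS OPTI-MEM.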
# Nrf2 ARE act: activators of Nrf2 (ARE) signaling. AREc32 ARE-luciferase reporter (MCF7-derived line), luminescence, 24 h. Potency, µM (highest dose often 46.1 µM), for inactives: at the highest dose activation, hits mostly activators. hit rate 0.31% among 410,000. AID 624171; note: % of control where 0% means no effect; nearly all actives have a fitted effect of over 65% in size
#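 Nrf2 activation is followed as ARE-luciferase induction in the AREc32 line after one day of compound treatment; luminescence is read with Steady-Glo.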
# ATXN viability: viability counter-screen for ATXN expression inhibitors | S2 cells (HEK-293 line with an ATXN2-luciferase reporter) viability, CellTiter-Fluor protease fluorescence, 24 h | Potency, µM (top dose mostly 56.7 µM), usual class: cytotoxic | hit rate 0.49% among 400,000 | AID 651635; note: nearly all actives have a fitted effect of over 40% in size
# HepG2 tox: counter-screen for TGF-b inhibitors: cytotoxicity in HepG2 cells. hit rate 0.76% among 410,000. HepG2 CAGA-GFP viability, ATP luminescence, 18 h. AID 588856. Potency, µM (doses to about 46.1 µM), for inactives: top-dose activity change, negative = cytotoxicity, most hits filed as cytotoxic; note: some results filed as inactive show a strong effect at the top dose
#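 HepG2 CAGA-GFP cells (1000/well, DMEM with 1% FBS) received compound, then TGF-beta at 500 pg/mL final, and were incubated 18 hours at 37 degrees C. Viability was read by CellTiter-Glo luminescence. Media-only wells were set as complete cell-killing and DMSO as no toxicity.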
# TGFb inhibitor: inhibitors of TGF-b signaling; HepG2 CAGA-GFP TGF-b/SMAD3 reporter, GFP fluorescence, 18 h; TGF-beta stimulated, 500 pg/mL final; Potency, µM (titrated, usually from 46.1 µM), without a hit: at the top dose activity, negative = inhibition, usual class: inhibitors; hit rate 1.2% among 410,000; note: % is set by controls: 0 for no effect and ±100 for the full control effect; nearly all actives have a fitted effect of over 65% in size
#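 Smad-responsive CAGA-GFP expression was quantified in HEPG2 cells exposed to compounds and 500 pg/mL final TGF-beta for 18 h at 37 degrees C; unstimulated wells defined full inhibition.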
# MCF10A rerep: induces DNA re-replication in MCF 10a normal breast cells; Potency, µM (titrated, usually from 46.1 µM), for the others: at the top dose activity, positive = re-replication, hits mostly activators; MCF 10A DNA re-replication, Hoechst nuclear intensity, 48 h; AID 624296; hit rate 2.9% among 350,000; note: % of control where 0% means no effect; nearly all actives have a fitted effect of over 50% in size
# ATXN2 expr inh: reduces ATXN2 reporter expression in HEK-293 cells. Potency, µM (top dose mostly 57 µM), for the others: at the highest dose activity change, negative = inhibition, hits mostly inhibitors. hit rate 0.72% among 360,000. AID 1745845. HEK-293 ATXN2-luciferase reporter, luminescence, 24 h; note: % is set by controls: 0 for no effect and ±100 for the full control effect; nearly all actives have a fitted effect of over 55% in size
#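 qHTS (up to 57 uM final) was run with 24 h compound exposure of reporter cells at 37 °C. Each well was multiplexed: SteadyGlo luminescence measured ATXN2-luciferase expression after a fluorogenic Gly-Phe-AFC viability readout (25 uM final).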
# EPAC2 antagonist: EPAC2 (human) antagonism; Q8WZA2; EPAC2 GEF exchange of Rap1B-BODIPY-GDP, fluorescence; Potency, µM (doses to about 114 µM), without a hit: at the top dose activity, negative = inhibition, most hits filed as inhibitors; hit rate 0.18% among 360,000; note: % is set by controls: 0 for no effect and ±100 for the full control effect; nearly all actives have a fitted effect of over 45% in size; many of its hits are not listed in these tables
# Target sequence (Q8WZA2 whole entry, looked up): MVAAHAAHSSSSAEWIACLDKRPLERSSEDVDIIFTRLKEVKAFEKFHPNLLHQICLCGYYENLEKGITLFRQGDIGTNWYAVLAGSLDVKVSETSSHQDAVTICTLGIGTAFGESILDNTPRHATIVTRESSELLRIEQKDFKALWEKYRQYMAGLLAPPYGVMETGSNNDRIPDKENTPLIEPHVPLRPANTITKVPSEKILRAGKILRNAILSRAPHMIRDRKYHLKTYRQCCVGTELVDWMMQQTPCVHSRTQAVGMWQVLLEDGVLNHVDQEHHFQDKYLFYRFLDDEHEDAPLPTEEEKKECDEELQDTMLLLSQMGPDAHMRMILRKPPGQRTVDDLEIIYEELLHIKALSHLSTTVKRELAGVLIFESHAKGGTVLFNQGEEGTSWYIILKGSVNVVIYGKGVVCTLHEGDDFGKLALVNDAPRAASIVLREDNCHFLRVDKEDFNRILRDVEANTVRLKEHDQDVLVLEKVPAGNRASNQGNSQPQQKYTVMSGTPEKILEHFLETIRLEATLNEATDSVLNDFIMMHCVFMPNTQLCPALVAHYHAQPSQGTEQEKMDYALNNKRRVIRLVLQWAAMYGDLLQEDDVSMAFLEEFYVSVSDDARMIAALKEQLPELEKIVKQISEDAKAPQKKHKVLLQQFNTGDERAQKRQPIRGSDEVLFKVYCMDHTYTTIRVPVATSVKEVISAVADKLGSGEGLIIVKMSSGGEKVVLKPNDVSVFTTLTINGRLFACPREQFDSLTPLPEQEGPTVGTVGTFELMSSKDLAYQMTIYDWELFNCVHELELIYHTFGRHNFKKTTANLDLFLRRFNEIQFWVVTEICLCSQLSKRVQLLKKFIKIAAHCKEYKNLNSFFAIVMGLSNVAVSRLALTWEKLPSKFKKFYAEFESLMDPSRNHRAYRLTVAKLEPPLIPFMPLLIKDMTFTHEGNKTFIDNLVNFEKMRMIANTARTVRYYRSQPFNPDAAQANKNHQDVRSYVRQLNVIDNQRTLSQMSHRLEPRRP
# Numbers without * were called inactive; i = inactive; u = inconclusive; x = not tested or not shown; & = joins results of further samples; [ ] = another dose, or the depositor's remark. Calls come from the whole dose curve; as a rule, active = well fitted curve in the direction sought with a large enough effect; inconclusive = small, poorly fitted or top-dose-only effect, or another doubt; inactive = no such curve, though single readings can be large; an effect the other way counts as inactive or inconclusive. Potency is the fitted concentration of half-maximal effect. These rows are one share of the data. The share of hits here may be higher or lower than overall.
# Preview, 2 compounds:
SMILES,A549 viability,Nrf2 inh,Nrf2 ARE act,ATXN viability,HepG2 tox,TGFb inhibitor,MCF10A rerep,ATXN2 expr inh,EPAC2 antagonist
Cc1cc(-c2ccccc2)nc(N/N=C/c2ccccc2F)n1,9%,22%,11%,i,-32%,u,11%,4%,-10%
CCC(C)c1ccc(S(=O)(=O)N2CCN3CCCC3C2)cc1 (centres undefined),2%,-26%,0.2%,i,-9%,7%,-1%,2%,-1%

# The listing, from the first entry:
SMILES,A549 viability,Nrf2 inh,Nrf2 ARE act,ATXN viability,HepG2 tox,TGFb inhibitor,MCF10A rerep,ATXN2 expr inh,EPAC2 antagonist
Cc1cc(-c2ccccc2)nc(N/N=C/c2ccccc2F)n1,9%,22%,11%,i,-32%,u,11%,4%,-10%
CCC(C)c1ccc(S(=O)(=O)N2CCN3CCCC3C2)cc1 (centres undefined),2%,-26%,0.2%,i,-9%,7%,-1%,2%,-1%
Cc1ccc2c(c1)N(CC(=O)Nc1nccs1)C(=O)CO2,-2%,1%,0.3%,i,12%,10%,5%,-10%,2%
Cc1cc(C)cc(OCC(=O)NN2Cc3ccccc3C2=N)c1,11%,x,-1.0%,i,-23%,u,5%,6%,-3%
CSc1nc(C)c(CCO)c(=O)[nH]1,7%,-2%,0.3%,i,1%,-12%,u,-9%,1%
CC1CCC(NC(=O)CC2Oc3ccccc3NC2=O)CC1 (centres undefined),2%,-5%,-0.2%,i,-14%,21%,2%,-3%,10%
CCCSc1nc(NCc2ccco2)c2c3c(sc2n1)COC(C)(C)C3,x,-24%,u,i,-18%,0%,u,22%,-18%
Cc1cc(C2=NNC(=Nc3ccc(S(=O)(=O)N4CCOCC4)cc3)SC2)c(C)n1CC1CCCO1 (centres undefined),-6%,14%,-0.2%,i,12%,5%,13%,-7%,11%
O=C(C1CCCCC1)N1C[C@@H](n2cc(C3CC3)nn2)[C@H](O)C[C@@H]1c1ccc(Cl)cc1,x,x,-0.6%,i,-3%,2%,x,12%,3%
Cc1c(Cl)cccc1NC(=O)C1CC2CCC1C2 (centres undefined),1%,12%,3.3%,i,-9%,-4%,3%,-5%,1%
CCOC(=O)c1ccc(CSC(=N)N)o1,u,u,23%,u,-13%,-6%,u,-1%,17%
CCC(C)NC(=O)c1ccc(NC(=O)CC2SC(N3CCCC3)=NC2=O)cc1 (centres undefined),-7%,4%,-0.9%,i,-43%,8%,6%,-7%,-1%
CC(C)(C)c1ccc(OCC(=O)Nc2ccncc2)cc1,0%,7%,-0.1%,i,-2%,u,8%,-9%,1%
CC(C)c1ccc(NC(=O)C2CCC(CNC(=O)[C@@H]3Cc4ccccc4CN3)CC2)cc1 (some centres undefined),-7%,-11%,1.6%,i,-19%,-3%,15µM*,-17%,-6%
COc1cccc(NS(=O)(=O)c2ccc(C)c(C(=O)N3CCCCC3)c2)c1,-10%,20%,0.3%,i,6%,0%,5%,-18%,-11%
COC(=O)C1=CN(Cc2cccs2)C=C(C(=O)OC)C1c1cccc(O)c1,0%,-14%,2.4%,x,1%,-20%,u,2%,50µM*
Cc1ccc2c(c1)-c1c(cnn1CC(=O)N1CCN(c3ccccc3F)CC1)CO2,1%,5%,0.1%,i,-9%,-53%,x,8%,x
CCCn1c(SCC(=O)N2CCCc3ccccc32)nc2c1c(=O)n(C)c(=O)n2C,3%,6%,-0.1%,u,3%,-8%,9%,-5%,7%
CC(=O)c1ccc(NC(=O)c2ccc3snnc3c2)cc1,9%,u,2.1%,i,-2%,3%,6%,17%,-3%
Cc1cc(C)c(S(=O)(=O)NCC(c2ccco2)S(=O)(=O)c2ccccc2)c(C)c1 (centres undefined),-2%,x,4.2%,x,5%,-2%,x,x,x
Cc1cccc(N2CCN(c3ncnc4c3cnn4-c3ccc(Cl)cc3)CC2C)c1 (centres undefined),0%,x,-0.2%,i,17%,8%,x,-2%,x
CC(=O)c1cccc(NS(=O)(=O)c2ccc3c(c2)N(C(C)=O)CCO3)c1,13%,u,5.3%,i,-15%,-1%,u,x,-11%
COc1ccc(Br)c(C(=O)NCCC(C)C)c1,6%,-7%,4.6%,i,-18%,-35%,4%,-2%,-15%
Cc1cc(Cl)ccc1OCC(=O)N(Cc1ccco1)Cc1ccccc1F,15%,-19%,0.3%,x,-90%,-8%,x,x,x
CCOC(=O)N1CCN(C(=O)c2cc3c(-c4ccc(Cl)cc4)nn(C)c3s2)CC1,-12%,u,1.2%,i,6%,-1%,1%,-1%,2%
CCCNC(=O)c1onc(CSc2ccc(Cl)cc2)c1C(=O)NCCC(C)C,2%,-18%,3.7%,u,-9%,u,-14%,-16%,u
CCN(CC)CCN1C(=O)C(=O)/C(=C(/O)c2ccc(OC(C)C)cc2)C1c1cccs1 (centres undefined),-3%,24%,3.2%,i,-19%,32%[activator],-17%,21%,-7%
CCOC(=O)c1ccc(NC(=O)CC2SCCNC2=O)cc1 (centres undefined),-14%,u,0.4%,i,-19%,-20%,-1%,51%[activator],-3%
Cc1ccccc1NC(=O)CSCC(=O)Nc1ccccc1C,-1%,u,0.3%,i,11%,2%,0%,-1%,2%[57.1 µM]
COc1cc2ncc(C(=O)c3ccc(C)cc3)c(N3CCCCC3)c2cc1OC,-20%,u,7.5%,u,-11%,u,x,-28%,x
COc1ccc(-c2csc(NC(C)c3nc4cc(Cl)c(N5CCCCC5)cc4n3CCCO)n2)cc1 (centres undefined),-15%,-17%,0.0%,u,-3%,-27%,u,-7%,-5%
Cc1cccc(-c2ncc(CN3CCCC(CO)(Cc4cccc(Cl)c4)C3)cn2)c1 (centres undefined),13%,0%,3.1%,u,-34%,u,u,x,-8%
CC(=O)Nc1cccc(NC(=O)C2CCCO2)c1 (centres undefined),x,x,0.6%,i,-2%,-15%,x,x,1%
O=c1[nH][nH]c(=O)n1-c1ccccc1,-7%,-13%,1.6%,i,-5%,-14%,7%,5%,4%
CCOC(=O)c1c(NC(=O)CSc2nc3cc(Cl)ccc3c(=O)n2Cc2ccco2)sc(C(=O)N(C)C)c1C,-11%,u,0.1%,i,21%,-3%,u,-18%[11.3 µM],u
O=C(NC(=S)N(CCO)Cc1ccccc1)c1ccc(F)cc1Cl,-1%,-11%,0.2%,i,2%,-4%,-1%,-7%,5%
CC(=O)N1CCN(c2nnc(-c3ccccc3)c3ccccc23)CC1,3%,-5%,2.6%,i,-1%,-1%,10%,6%,3%
COc1ccc(CCNC2=NCC(C)S2)cc1 (centres undefined),8%,22%,0.1%,i,3%,14%,-2%,1%,2%
COc1ccc(-c2[nH]c3c(c2-c2c(-n4cccc4)n(C)c(=O)n(C)c2=O)c(=O)n(C)c(=O)n3C)cc1,1%,8%,-0.1%,i,9%,-5%,x,-5%,x
Cc1ccc(S(=O)(=O)N2[C@@H](c3cccc(Cl)c3)C(C(=O)O)=CC[C@H]2c2ccc(Cl)cc2)cc1,-14%,-16%,0.0%,u,-19%,u,u,-8%,u
CCn1c(C)cc(/C=C2\SC(=O)N(CC(=O)Nc3ccc(C)c(C)c3)C2=O)c1C,-17%,u,-0.1%,u,8%,-14%,u,-21%,5%
O=C(N/N=C/c1ccc(Cl)cc1Cl)Nc1ccccc1,-7%,-26%,-0.1%,u,-24%,4%,u,15%,-4%
C/C(=N/NC(=O)CN1CCN(S(=O)(=O)c2ccc(C)cc2)CC1)c1cccc(O)c1,2%,u,0.6%,i,-10%,-3%,13%,-9%,-9%
O=C(Cc1ccccc1)Nc1ccc(S(=O)(=O)N2CCCC2)cc1,1%,-5%,-0.3%,i,-43%,-3%,u,3%,-2%
COc1ccc(CNC(=O)COC(=O)c2cc(C)nc3ccccc23)cc1,2%,-6%,0.0%,i,-30%,-14%,3%,-4%,8%
COc1cc(C(=O)NCCCc2ccccc2)cc(OC)c1OC,1%,-17%,0.2%,i,-3%,11%,-3%,-11%,-4%
CCCCn1c(N)c(N(CCOC)C(=O)c2ccc(COc3ccccc3)o2)c(=O)[nH]c1=O,-3%,3%,-0.5%,i,-1%,-5%,1%,8%,17%
CC12CCC(=O)N1C(C(=O)Nc1nc(-c3ccc(F)c(F)c3)cs1)CS2 (centres undefined),-4%,-11%,3.6%,i,-12%,-19%,1%,-2%,-4%
CC(C)CC(=O)Nc1nnc(S(=O)(=O)N2CCCCCC2)s1,3%&6%,u,0.3%&-0.7%,i,8%&0%,14%&14%,10%,-6%&12%,-15%
COc1cc(-c2nnc(SCC3(c4ccc(Br)cc4)OCCO3)o2)cc(OC)c1OC,3%,u,5.4%,i,6%,-5%,u,7%,-10%
# Additional entries
SMILES,A549 viability,Nrf2 inh,Nrf2 ARE act,ATXN viability,HepG2 tox,TGFb inhibitor,MCF10A rerep,ATXN2 expr inh,EPAC2 antagonist
CCCN1CCN(C2CCCCC2NS(=O)(=O)c2ccccc2)CC1 (centres undefined),5%,u,-0.3%,i,3%,1%,u,-9%,8%
CC(=O)N/C(=C\c1ccccc1)C(=O)OCc1ccccc1,-3%,7%,0.2%,i,17%,17%,-1%,9%,0%
CC(C)(C)OC(=O)CC[C@@H](C(=O)N1CCN(C(=O)OC(C)(C)C)CC1)n1cc(C(CO)NC(=O)OC(C)(C)C)nn1 (some centres undefined),-12%,-3%,-1.0%,i,2%,1%,-1%,1%,7%
CCNc1ccc(C(=O)OCC(=O)N(Cc2ccccc2)C(C)(C)C)cc1[N+](=O)[O-],-10%,-29%,-0.1%,i,6%,3%,1%,8%,-7%
Cc1ccc(NC(=O)CN2C(=O)C(c3ccccc3)=NC2(C)C)cc1C,-6%,u,4.8%,x,-9%,x,x,x,x
O=C(CCS(=O)(=O)c1cc(Br)cc2c1N(C(=O)C1CC1)CC2)Nc1ccc(C(F)(F)F)cc1,2%,11%,-0.6%,i,-3%,0%,x,1%,x

# Just Nrf2 ARE act, HepG2 tox and A549 viability, for some of the entries so far:
canonical_smiles,Nrf2 ARE act,HepG2 tox,A549 viability
O=C(CCS(=O)(=O)c1cc(Br)cc2c1N(C(=O)C1CC1)CC2)Nc1ccc(C(F)(F)F)cc1,-0.6%,-3%,2%
CC(C)(C)OC(=O)CC[C@@H](C(=O)N1CCN(C(=O)OC(C)(C)C)CC1)n1cc(C(CO)NC(=O)OC(C)(C)C)nn1 (some centres undefined),-1.0%,2%,-12%
CC(=O)N/C(=C\c1ccccc1)C(=O)OCc1ccccc1,0.2%,17%,-3%

# Source: PubChem (National Center for Advancing Translational Sciences (NCATS))
